Pf Dd2 growth = Plasmodium falciparum Dd2 growth inhibition; P. falciparum Dd2 growth, SYBR Green, 72 h; Potency, µM (top dose mostly 28.9 µM), without a hit: at the top dose activity, negative = inhibition, hits mostly inhibitors; 120,000 compounds, 4.3% hits; AID 1347417; active = well fitted inhibition curve with a large enough effect; inconclusive = small, poorly fitted or top-dose-only effect; inactive = no such curve, though single readings can be large or run the other way;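 also: plate controls were DMSO vehicle for no effect and reference drug for full effect; nearly all actives have a fitted effect of over 65% in size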
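Readout: SYBR Green fluorescence, 485 nm excitation, 535 nm emission, after ~16 h lysis at 37C. Before that, Dd2-infected red cells (2.5% hematocrit) grew 72 h with compound, 29 uM top final concentration.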
* marks the source's active call; other numbers are inactive results; i = inactive; ? = inconclusive; [ ] = remark or other dose. Potency is read from the fitted curve at half-maximal effect. A portion of the library. The share of hits here may be higher or lower than overall.

| Molecule | Pf Dd2 growth |
| --- | --- |
| Clc1ccccc1C1(c2ccnc(NCCc3ccncc3)n2)CCNCC1 | ? |
| CC(C)C(NS(=O)(=O)c1cccc2cccnc12)C(=O)Nc1ccc(OC(F)(F)F)cc1 (stereo not drawn) | 10µM* |
| COC1CCC12CCN(C(=O)Cc1ccccc1)CC2 (stereo not drawn) | -6.6% |
| COc1cc(CN2C[C@@H]3C(=O)N(CCCN4CCCC4=O)C(=O)[C@@H]3C2)ccc1OC(C)C | -7.7% |
| CCOC(=O)c1oc2c(c1C)-c1nn(Cc3ccc(Cl)cc3)cc1CC2 | ? |
| COCCC(=O)N1CC[C@H](c2nc3ccccc3o2)C1 | -10.4%[44.1 µM] |
| Cc1nc(CNc2ncc(S(C)(=O)=O)c(C3CCCNC3)n2)sc1C (stereo not drawn) | -6.5% |
| COc1cccc(-c2cn3c(n2)sc2cc(C(=O)NCCc4ccc(OC)c(OC)c4)ccc23)c1 | ? |
| O=C(CC1CCOCC1)N1CCC(Cc2ccccc2)CC1 | 19.2% |
| O=C(CCn1cncn1)N1CCc2ncnc(N3CC=CC3)c2CC1 | -14.7% |
| CCOc1ccc(NC(=O)C(C)Sc2nnc3cc(C)c4ccccc4n23)cc1 (stereo not drawn) | ? |
| COc1ccc(CN2CC3(CCN(S(=O)(=O)c4ccccc4Cl)CC3)C2=O)cc1 | i |
| CN(C)c1ccc(CN2CCC23Cc2ccccc2NC3=O)cc1 (stereo not drawn) | ? |
| COc1cccc(N2CC(NC(=O)/C=C\c3ccccc3)CC2=O)c1 (stereo not drawn) | 13.8% |
| Cc1cccc(OCC(=O)c2ccc3c(c2)N(CC(=O)Nc2ccccc2)C(=O)CO3)c1 | -3.8% |
| Cc1cccc(C(=O)N2CCCC(Cc3ncc(C)n3Cc3ccccc3)C2)c1 (stereo not drawn) | ? |
| COC[C@@H]1CN(S(=O)(=O)c2cccc(F)c2)C[C@H]1c1ccccn1 | -6.0% |
| O=C(Cn1nc2n(c1=O)CCCCC2)N1CCN(c2ccc(F)cc2)CC1 | 32.4%[activator] |
| CC1=NS(=O)(=O)N(C)C=C1C(=O)OCc1nc(-c2ccc(C)cc2)no1 | 88.9%[activator] |
| COc1cccc(OCCSc2nc3ccccc3n2CC(=O)N2CCOCC2)c1 | 22.8% |
| O=C(CCC1CCN(S(=O)(=O)c2cccc(F)c2)CC1)NC1CC1 | -16.5% |
| CCOc1ccc(C(=O)N2CCC3(CCCNC3=O)C2)cc1Cl (stereo not drawn) | 3.1% |
| O=C(NCCCN1CCCC1)c1cn2ccnc(-c3ccccc3)c2n1 | -15.9% |
| NC(=O)C1CCN([C@H]2[C@@H]3OC[C@@H](O3)[C@@H](N)[C@@H]2O)CC1 | 9.1%[44.1 µM] |
| NC(=O)CNC(=O)[C@@]1(O)C[C@@H](O)[C@H](O)[C@@H](NS(=O)(=O)c2cccc(C(F)(F)F)c2)C1 | 7.5% |
| O=C1[C@@H]2C[C@@H](CN2Cc2ccnc3ccccc23)Oc2ccccc2N1CC1CC1 | -13.0%[44.1 µM] |
| CCNC(=O)O[C@@H]1CO[C@H]2[C@@H]1OC[C@@H]2NCc1ccccc1 | -14.5%[44.1 µM] |
| Cc1ccc(-c2nocc2CCC(=O)NCc2cccc(Br)c2)cc1 | -24.3% |
| COc1ccc(OC)c(NC(=O)C2CN(S(=O)(=O)C3CC3)CC23CCCCC3)c1 (stereo not drawn) | ? |
| Cc1cnc(CC2CCNC2)n1Cc1ccccc1 (stereo not drawn) | -11.4% |

Exported field by field: 4 of the compounds above
CN(C)c1ccc(CN2CCC23Cc2ccccc2NC3=O)cc1 (stereo not drawn)
  Pf Dd2 growth: ?
COc1cccc(N2CC(NC(=O)/C=C\c3ccccc3)CC2=O)c1 (stereo not drawn)
  Pf Dd2 growth: 13.8%
Cc1cccc(OCC(=O)c2ccc3c(c2)N(CC(=O)Nc2ccccc2)C(=O)CO3)c1
  Pf Dd2 growth: -3.8%
Cc1cccc(C(=O)N2CCCC(Cc3ncc(C)n3Cc3ccccc3)C2)c1 (stereo not drawn)
  Pf Dd2 growth: ?

Going on with the list:
| Molecule | Pf Dd2 growth |
| --- | --- |
| O=C(NCc1ccc(Cl)cc1)c1cccn2nccc12 | -12.4%[44.1 µM] |
| Cc1ccc(-c2nnc(C3CN(C(=O)Cc4cccc(C)c4)CC34CCOCC4)o2)cc1 (stereo not drawn) | ? |
| Cc1noc(/C=C/N(C)C)c1S(=O)(=O)N1CCCC(C(=O)Nc2cccc(F)c2)C1 (stereo not drawn) | -15.5% |
| Cc1noc(C)c1S(=O)(=O)N1CCc2nc3cc(-c4ccccc4)[nH]n3c(=O)c2C1 | ? |
| CS(=O)(=O)N1CCCC(C(=O)N2CCN(Cc3ccccc3)CC2)CCNC(=O)CC1 (stereo not drawn) | -0.6% |
| COCc1nc(-c2ccc(OC3CN(Cc4ccsc4)C3)cc2)no1 | ? |
| CN1CCOc2c(C(=O)NCc3cccnc3)cc(-c3ccc(N4CCOCC4)cc3)cc21 | i |
| Cc1noc2c(-c3cccnc3N(C)C)cc(-c3ccccc3)nc12 | i |
| Cc1cc(C)c(-c2csc(-c3cc4ccccc4oc3=O)n2)cc1C | 19.7% |
| Cc1cnc(CN2CC3(CCC2=O)CCN(C(=O)[C@H]2C[C@@H]4C=C[C@H]2C4)CC3)cn1 | ? |
| O=C1CCN(C(=O)c2cc(C3CC3)[nH]n2)CCCCCCN1 | 5.3% |
| CN1C(=O)Cc2cc(S(=O)(=O)CCC(=O)N3CCN(c4cccc(Cl)c4)CC3)ccc21 | -8.2% |
| COc1cc(OC)cc(-c2onc(C)c2C(=O)NC(C)c2ccccc2)c1 (stereo not drawn) | -7.5% |
| CCn1ccnc1CN1CCC(Oc2ccccc2OC)(C(=O)O)CC1 | -4.1% |
| CCc1ncc(-c2ccccc2)[nH]1 | -21.6%[44.1 µM] |
| COc1ccccc1C(=O)Nc1ccccc1OCc1cc(=O)n2cc(C)sc2n1 | 11.7% |
| COc1ccc(S(=O)(=O)NCc2ccc3c(c2)CCN3C(C)=O)cc1OC | -4.5% |
| O=C(C1CC1)N1CC[C@H](c2nc3ccccc3o2)C1 | ? |
| Cn1cccc1C(=O)N1C[C@@H](CO)[C@H](c2ccccn2)C1 | -7.0% |
| CCOc1ccccc1CNC(=O)CN(c1ccc(C)cc1)S(=O)(=O)N(C)C | 19.0% |
| Cc1noc(C)c1-c1cc2c(cc(C)n2C)c(-c2cccc(CO)c2)n1 | -3.7%[44.1 µM] |
| COc1cccc(CNC2(Cc3cc(C(C)(C)O)on3)COC2)c1 | 28.5%[44.1 µM] |
| COc1ccc(Nc2nnc(-c3cc4cc(Cl)ccc4oc3=O)s2)cc1 | 27.7% |
| CCOCCn1cc(C2CCN(S(=O)(=O)c3cccc(Cl)c3C)CC2)c2ccccc21 | ? |
| COc1ccc(Cl)cc1NC(=O)Cn1nnc(C(=O)NCc2cccs2)c1N | 1.6% |
| O=C(Cc1ccccc1Cl)N1CCC(n2cc(-c3nc(-c4ccccc4)no3)nn2)CC1 | i |
| O=C(NC1CCN(c2cn[nH]c(=O)c2)CC1)C1CCC1 | -19.0% |
| CC(C)N1CCN(C(=O)C2CCN(c3cnn(CC4CC4)c(=O)c3)C2)CC1 (stereo not drawn) | -6.3% |
| COc1ccc(CCNC(=O)C2CCN(c3nc4ccccc4nc3C(F)(F)F)CC2)c(OC)c1 | 21.4% |
| C=C[C@H]1CN2CC[C@H]1C[C@@H]2CNS(=O)(=O)c1ccc(OC)cc1 | ? |
| COc1cccc(NC(=O)c2ccc(-c3nnc4ccc(NC(=O)C5CCC5)cn34)cc2)c1 | 0.282µM* |
| COCCN1C(=O)[C@H]2CN(Cc3ccc(C)c(C)c3)C[C@H]2C1=O | 28.1% |
| COc1ccc(CC(=O)N2[C@@H]3CC[C@H]2CC(NC(=O)c2ccncc2)C3)cc1 (stereo partly drawn) | -26.8% |
| Cc1ccc(CNC(=O)C2CCN(S(=O)(=O)c3ccc(F)cc3)CC2)cc1 | 26.8% |
| COc1ccc(-c2nc(C3CC(=O)N(C4CCCCC4)C3)no2)c(C)c1 (stereo not drawn) | i |
| O=C(CN1CCn2nc(CO)cc2C1)N1CCOc2ccccc21 | -9.3% |
| CCOC(=O)c1ccc(NC(=O)C(CC)Sc2nc3ncccc3o2)cc1 (stereo not drawn) | ? |
| CC(C)(O)c1cn(C[C@H]2C[C@@H]3CCN2C[C@@H]3C(=O)NCc2ccc(F)cc2)nn1 | -12.1%[44.1 µM] |
| COc1ccc(-c2ccc3ncc(Nc4ccc5c(c4)OCCO5)n3n2)cc1OC | i |
| COc1cccc(C(=O)N2CCn3c(nn(-c4ccncc4)c3=O)C2)c1 | -16.4% |
| COCCOCc1nc(C2CCCCN2S(=O)(=O)c2cccc(OC)c2)no1 (stereo not drawn) | -21.9% |
| COC(=O)c1cccc(NC(=O)c2nsc3ccccc23)c1 | 31.9%[activator] |
| COc1cccc(CNC(=O)C2CCN(c3nnc(-n4c(C)ccc4C)s3)CC2)c1 | i |
| Cc1ccc(CCNC(=O)c2cc(C)nc3c2c(C)nn3-c2ccc(C)cc2)cc1 | 6.2% |
| O=C(c1ccc(F)cc1Cl)N1CCN(C(=O)c2nnn3c2COC(c2ccccc2)C3)CC1 (stereo not drawn) | i |
| CN(C)C1CCN(c2nccc(C3(c4ccccc4Cl)CCNCC3)n2)C1 (stereo not drawn) | -24.7% |
| COc1ccc(-c2ccccc2NC(=O)C2CCCN(Cc3cnc(SC)nc3)C2)cc1 (stereo not drawn) | -25.4% |
| COc1ccccc1CNC(=O)C1CCN(Cc2nc(-c3ccc(OC)c(OC)c3)oc2C)CC1 | -7.3% |
| CCCc1noc(-c2ccn3c(CNC(=O)Cc4cccc(OC)c4)nnc3c2)n1 | ? |
| O=C(N1CCC2(CC1)CC(Cc1nc(-c3cccnc3)no1)CCO2)C1(c2ccccc2)CC1 (stereo not drawn) | 7.94µM* |
| O=C(Cn1ccc2cc(S(=O)(=O)N3CCCC3)ccc21)NCc1ccccc1Cl | 12.4% |
| CCCCN1CCN(C(=O)c2cn3ccnc(-c4ccccc4)c3n2)CC1 | ? |
| CCN1CCN(Cc2cc(C)cc(CN(C)Cc3ncc(C)[nH]3)c2C)CC1 | ? |
| COc1cccc(OCC(=O)Nc2nnc3n2CCS3)c1 | 27.8% |
| CCCNC(=O)N1C[C@@H](Oc2cccnc2)C[C@H]1C(=O)N1CCOCC1 | 5.1% |
| COc1ccc(C(=O)N2CCCC2c2nc(C3CCOCC3)no2)cn1 (stereo not drawn) | 41.7%[activator] |
| Cc1cc(C)c(NC(=O)c2cc(CN3CCOCC3)on2)c(C)c1 | 1.0% |
| Cn1ncc2c(C(=O)NCc3ccc(F)cc3)cc(-c3ccc([S+](C)(=O)[O-])cc3)nc21 | -15.8% |
| O=C1c2cnc(-c3cccc(C(F)(F)F)c3)nc2OCCN1Cc1ccccc1 | ? |
| Cc1ccc(S(=O)(=O)c2nnn3c2nc(NC2CCCC2)c2ccccc23)cc1C | ? |

(continued)
| Molecule | Pf Dd2 growth |
| --- | --- |
| Cc1ccc(C)c(N2CCN(S(=O)(=O)c3ccc4c(c3)n(C)c(=O)c(=O)n4C)CC2)c1 | 0.1% |
| Cc1c(C(=O)NCc2ccccc2Br)oc2ccc3c(c12)C(=O)CC(C)(C)O3 | ? |
| CN(C)C(=O)c1cccn2cncc12 | -2.5%[44.1 µM] |
| CC(C)CC(=O)NCCC1CCN(C(=O)Nc2ccccc2)CC1 | -13.0% |
| CCOC(=O)c1cc(-c2ccc(OC)cc2)n(CCC(=O)Nc2cccc(C)c2C)c1C | ? |
| CCCN1CCN(CCNC(=O)c2cn3ccnc(-c4ccc(OC)cc4)c3n2)CC1 | ? |
| COC(=O)c1cc(C)nc2c1c(=O)nc(SCc1ccccc1C)n2C1CC1 | i |
| COc1ccc(NC(=O)CC2C(=O)N(c3ccccc3)C(=O)N2CCC2=CCCCC2)cc1 (stereo not drawn) | i |
| COc1ccc(CN(Cc2ccco2)c2cnc(S(C)(=O)=O)nc2C(=O)Nc2ccc(C)c(C)c2)cc1 | ? |
| COc1ccc(-c2ccc3c(c2)C(=O)N2CC[C@H](NC(=O)C4CCCC4)[C@H]2C(=O)N3)cc1 | -4.0%[44.1 µM] |
| Cc1cc(CN2CCCCCCn3c(nnc3-c3ccc(F)cc3)CC2)n(C)n1 | -5.8% |
| O=C(c1ccc(Cl)cc1)N1CCn2c(nn(-c3ccncc3)c2=O)C1 | 15.0% |
| Cc1ncoc1C(=O)N1CCC2(CC1)CC(N(Cc1ccc(F)cc1)C1CC1)CCO2 (stereo not drawn) | ? |
| Cc1ncc2c(c1CNC(=O)c1ccccc1N1CCOCC1)CCNC2 | 3.4% |
| COc1cccc(-c2nn(C)c3sc(C(=O)NCCc4cccc(C)c4)cc23)c1 | 0.0% |
| COc1ccc(N2CCN(C(=O)Cn3cnc4nc5c(cc4c3=O)CCCC5)CC2)cc1 | 67.5%[activator] |
| CCc1ccccc1NC(=O)[C@H]1CCC[C@H]1NC(=O)c1cnc(C)cn1 | i |
| CC(C)CCNC(=O)C1C(c2cccc(NC(=O)c3ccco3)c2)OC(=O)N1Cc1ccccc1 (stereo not drawn) | i |
| COc1ccccc1-c1ccnc(N[C@H]2CO[C@H]3[C@@H]2OC[C@@H]3NC(=O)c2ccc(C)cc2)n1 | -11.6% |
| Cc1cn2c(=O)cc(COc3ccc(NC(=O)c4ccccc4C)cc3)nc2s1 | 1.4% |
| CC(C)c1nnc2ccc(N3CCN(C)CC3)nn12 | 1.8% |
| CCN1C(=O)CCN(C(=O)c2ccc(C)nc2)CC12CCOCC2 | 6.7% |
| CCOC(=O)C1=C(CN2CCCCC2)NC(=O)NC1c1ccc(OC)cc1 (stereo not drawn) | i |
| O=C1C(c2ccc(F)cc2)N(CCc2ccccc2)C(=O)CN1C1CCCCC1 (stereo not drawn) | ? |

Screens deposited in PubChem BioAssay by National Center for Advancing Translational Sciences (NCATS).
